Screening results from PubChem.
b-catenin transl – beta-catenin nuclear translocation modulation; HeLa beta-catenin nuclear translocation, immunofluorescence imaging; nuclear translocation activity, % at 5 µM; 190,000 tested, 0.3% active; AID 1665;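 active = nuclear translocation activity above 50% at 5 µM, with a well cell count of 50 or more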;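 note: per-cell ratio of nuclear to cytoplasmic median beta-catenin stain intensity; plate controls were DMSO negative control for no effect and GSK-3 inhibitor IX positive control for full effect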
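Test system: human HeLa cell line; Doses: 5 µM primary, 0.02–20 µM confirmation; Incubation: 24 h compound exposure, 37°C; Detection: beta-catenin immunofluorescence imaging with DAPI; Read-out: beta-catenin nuclear/cytoplasmic ratio, % activation.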
Yfh1-off respiration – enhancers of respiration in Yfh1-depleted yeast, dose response, Friedreich's ataxia, plus single-dose screen (AID 1465); S. cerevisiae Yfh1-off respiration, WST-1 reduction, 72 h; higher fold induction means a stronger effect; fold induction at 50 µM, or EC50 in µM where a hit was titrated; 220,000 tested, 0.074% active;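 active = fold induction of absorbance versus untreated yeast above a set limit, then at least 30% activation at any dose in follow-up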;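 note: activators that raise dye reduction in frataxin-depleted yeast; strong numbers were not always called active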
HIV peptide binding – inhibitors of HIV fusion peptide binding, primary screen, biochemical, uHTS, fluorescence dequenching (AID 1986) | cell-free peptide binding, fluorescence dequenching, 30 min; higher % means a stronger effect | inhibition, % at 20 µM, or IC50 in µM where a hit was titrated | 290,000 tested, 0.3% active; in the data active = inhibition mostly above about 52%, no sharp cut-off; inactive = mostly below about 76%; note: some results filed as inactive read as strong as hits
Ins promoter up – MIN6 insulin promoter up-regulation. z-score at 5 µM. AID 1625. MIN6 insulin promoter-GFP reporter, high-content imaging; stronger effect = higher value. 190,000 tested, 0.3% active;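 active = z-score above 3 at 5 µM with at least 500 cells counted in the well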
AID2073 – inhibitors of Mint1-CaV2.2 protein interaction, biochemical, HTRF (AID 2073) | inhibition, % at 20 µM, or IC50 in µM where a hit was titrated | HTRF protein-protein interaction, Mint1-CaV2.2; higher % means a stronger effect | 290,000 tested, 0.19% active; in the data active = inhibition mostly above about 51%, no sharp cut-off; note: some results filed as inactive read as strong as hits
MT stabilize HCS – microtubule stabilizers in HeLa cells; HeLa tubulin immunostaining HCS, 24 h; share of cells brighter than vehicle mean+2SD; % tubulin-high responders, % at 10 µM; 200,000 tested, 0.83% active;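 active = plate Z-score above 3 for both tubulin-high and condensed-nucleus cell shares, with cell loss under 80%, at 10 µM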;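 note: anti alpha tubulin signal scored within the nucleus-defined area of each cell; some results filed as inactive read as strong as hits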
Autophagy HCS – autophagy modulation, high-content screen; calls only at 10 µM (by protocol); MEF GFP-LC3 puncta imaging; test concentration mostly 10 µM; AID 463193; 190,000 tested, 0.98% active;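 active = percentage of spot-positive cells more than 3 SD above its plate mean, without a fluorescence outlier flag or 80% toxicity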;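 note: spot-positive cell cutoff set from DMSO-treated cells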
WT yeast gro inh – growth inhibition of WT yeast, mitochondrial fusion screen | inhibition, % at 10 µM | 190,000 tested, 2.1% active | mitochondrial fusion phenotypic screen, WT strain; in the data active = inhibition above about 58%; tested in S. cerevisiae
Dynein cargo inh – blocks dynein driven cargo transport along microtubules | 3617.4 mouse cells, GR-EGFP nuclear translocation imaging; test concentration mostly 20 µM; stimulated with dexamethasone, 1 µM; stronger effect = lower value | z-score, hits read low | 220,000 tested, 0.47% active | AID 1381;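 active = plate z-score of nuclear minus cytoplasmic receptor signal below a set negative limit, without overly bright fluorescence or cell loss, cut at about -3.5 in these data, passing the limit was not always enough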;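 note: z-score of nuclear minus cytoplasmic ring GR-EGFP intensity difference per well; some compounds called inactive have numbers as strong as hits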
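Buffer or medium: tetracycline-free induction medium containing charcoal-stripped FBS / Reagent: dexamethasone agonist, 1.0 µM final, for 30 min / Technique: automated 10x imaging of fixed Hoechst-stained cells / Times: induction 48 h, compound 1 h, agonist 30 min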
WT yeast gro inh mutant strain – second read-out of WT yeast gro inh, no call of its own (marks repeat the call); inhibition, %; mitochondrial fusion phenotypic screen, mutant strain inhibition
Dynein cargo inh cytoplasmic EGFP – recorded beside Dynein cargo inh, whose call it bears; z-score; measured here: cytoplasmic GR-EGFP intensity; stronger effect = higher value
Dynein cargo inh nuclear GR-EGFP – recorded beside Dynein cargo inh, whose call it bears; z-score; measured here: nuclear GR-EGFP intensity;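 lower value marks the stronger effect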
Dynein cargo inh cell count – recorded beside Dynein cargo inh, whose call it bears; z-score; measured here: cell count per field
Ins promoter up cell count – second read-out of Ins promoter up, no call of its own (marks repeat the call); cell count; measured here: cytotoxicity, nuclei count;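 total cells summed across four imaged fields per well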
b-catenin transl cell count 5 µM – second read-out of b-catenin transl, no call of its own (marks repeat the call); cell count; measured here: cell count, cytotoxicity flag
MT stabilize HCS Hoechst-high % – further read-out of MT stabilize HCS, marked with its call; % Hoechst-high responders; measured here: nuclear condensation Hoechst responders;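 share of cells brighter than vehicle mean plus two SD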
MT stabilize HCS cytotoxicity % – recorded beside MT stabilize HCS, whose call it bears; toxicity, %; measured here: cytotoxicity by cell density;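 0% = mean cell density of plate MIN control wells and 100% = no cells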
Autophagy HCS cell loss 18 h – also measured in Autophagy HCS; calls as there; toxicity, %; measured here: cell loss, nuclei count;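 cell loss after 18 h compound exposure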
* = called active by the depositor; i = inactive; . = not tested or not shown; + = active, no number.

SMILES | b-catenin transl | b-catenin transl cell count 5 µM | Yfh1-off respiration | HIV peptide binding | Ins promoter up | Ins promoter up cell count | AID2073 | MT stabilize HCS | MT stabilize HCS Hoechst-high % | MT stabilize HCS cytotoxicity % | Autophagy HCS | Autophagy HCS cell loss 18 h | WT yeast gro inh | WT yeast gro inh mutant strain | Dynein cargo inh | Dynein cargo inh cytoplasmic EGFP | Dynein cargo inh nuclear GR-EGFP | Dynein cargo inh cell count
COCCN(CCOC)S(=O)(=O)c1ccc(C(=O)NC2CCN(Cc3ccccc3)CC2)cc1 | -1.4 | 944 | i | 4.9% | -2.88 | 979 | 6.3% | 5.5 | 2.0 | 11.4 | i | -2.3 | -6.0 | 9.8 | -0.959 | -0.156 | -0.205 | 0.488
O=C(O)c1cc(N/N=C/c2cccs2)ccc1Cl | -5.9 | 1084 | i | 13.8% | 0.42 | 1539 | 2.7% | 2.3 | 3.3 | 7.1 | i | 5.0 | 4.0 | 2.7 | 0.338 | -0.319 | 0.802 | 0.258
Cc1cc(OCC(=O)Nc2nnc(C3CC3)s2)ccc1[N+](=O)[O-] | . | . | i | -0.6% | -0.21 | 1147 | 19.9% | 2.4 | 2.6 | 4.4 | i | -3.5 | -8.8 | -3.3 | -0.634 | -0.255 | -0.284 | 0.516
Nc1c(C(=O)NCc2ccccc2)c2nc3ccccc3nc2n1-c1ccc2c(c1)OCO2 | 0.7 | 1004 | i | 20.3% | 0.74 | 1802 | 9.0% | 10.2 | 13.4 | 17.8 | i | 14.9 | -13.7 | -6.2 | -0.657 | -0.196 | 0.0759 | 0.352
O=[N+]([O-])c1ccc(-c2ccc(/C=N/Nc3nc(N4CCCC4)nc(N4CCCC4)n3)o2)cc1 | -4.1 | 1165 | i | 11.6% | -0.43 | 1282 | 35.1% | 34.7* | 31.8* | 53.7* | + | 61.1* | 30.9 | 50.8 | 2.49 | 18.7 | 4.57 | -0.619
O=C(O)[C@H](Cc1ccccc1)NC(=O)N1CCC(Cc2ccccc2)CC1 | 0.3 | 1348 | i | -0.6% | -0.42 | 1118 | 1.0% | . | . | . | . | . | . | . | -0.577 | -0.675 | -0.516 | 0.341
Clc1cccc(CNCCNCc2cccc(Cl)c2)c1 | -3.9 | 1166 | i | 0.0% | 0.26 | 1162 | -5.7% | 2.5 | 1.5 | 7.4 | i | 6.4 | 15.0 | 13.2 | -1.13 | -0.327 | -0.545 | 0.911
O=C(O)CCCN=C1NC2(CCCC2)Cc2ccccc21 | 0.7 | 1001 | i | 1.8% | . | . | 2.0% | 4.0 | 1.6 | 4.9 | i | -13.6 | -19.5 | -19.9 | 0.428 | -0.25 | 0.148 | -0.108
O=Cc1cc([N+](=O)[O-])ccc1N1CCOCC1 | -1.3 | 967 | i | -0.7% | -0.24 | 1468 | 16.2% | 2.3 | 3.3 | 10.4 | i | 0.9 | -12.4 | -3.9 | -0.262 | -0.285 | -0.548 | 0.368
O=C(Cn1c(=O)oc2ccccc21)Nc1nnc(N2CCCCCC2)s1 | . | . | i | -1.3% | 0.79 | 892 | 5.0% | 3.5 | 3.9 | 8.3 | i | 3.2 | -4.2 | -0.5 | 1.31 | 0.00493 | 1.12 | -1.14
O=C1CC(c2ccco2)Sc2nc3ccccc3n21 (stereo not drawn) | -4.0 | 971 | i | 4.3% | -0.03 | 1272 | -15.8% | 3.3 | 3.2 | 3.1 | i | 12.0 | 5.1 | 2.5 | -0.717 | -0.0326 | -0.0479 | -0.0695
Cc1ccc(C(=O)CSc2nc3ccccc3c(=O)[nH]2)cc1 | . | . | i | 1.4% | 0.34 | 905 | -3.0% | 1.3 | 1.9 | 4.3 | i | -9.8 | 14.9 | 14.8 | 0.267 | -0.0958 | 0.217 | -0.772
CCOC(=O)c1c(NC(=O)COc2cccc3c2CCN(Cc2ccc(F)cc2)C3=O)sc2c1CCC2 | -0.1 | 1103 | i | -1.3% | -1.2 | 1393 | 11.3% | 2.0 | 2.0 | 2.8 | i | -3.7 | 14.5 | 4.0 | 0.584 | -0.256 | 0.0613 | -0.388
Cc1ccc(S(=O)(=O)N2CCN(C(=O)CSc3nc4ccccc4c(=O)[nH]3)CC2)cc1 | . | . | i | . | . | . | . | 5.7 | 3.1 | 11.7 | i | 17.9 | 5.8 | -16.7 | -0.525 | 0.759 | 0.0283 | 0.637
Cc1cccc(N2C(=O)CC(c3ccc(F)cc3)C3=C2COC3=O)c1 (stereo not drawn) | -1.0 | 1113 | i | -1.4% | 0.57 | 1204 | 1.2% | 1.7 | 2.0 | 9.5 | i | 3.0 | -11.4 | -7.0 | -0.775 | -0.346 | -0.583 | 1.03
COc1ccc(/C=N\N=C2/SC(CC(=O)O)C(=O)N2c2ccc(O)cc2)cc1 (stereo not drawn) | 1.7 | 1371 | i | -0.4% | 0.2 | 1478 | 1.0% | 1.8 | 1.8 | 11.3 | i | 25.8 | -15.5 | -16.5 | 0.38 | -0.209 | -0.00997 | 0.1
O=C(c1cc(N2CCCCC2)nc2ccccc12)N1CCOCC1 | -7.1 | 1097 | i | -0.3% | 0.5 | 1113 | 9.3% | 4.8 | 3.8 | 7.2 | i | -5.5 | 1.0 | 2.8 | 1.62 | 0.192 | 0.732 | -0.986
Cc1occc1C(=O)Nc1sc2c(c1C(N)=O)CCC(C(C)(C)C)C2 (stereo not drawn) | . | . | i | 10.6% | -0.71 | 1069 | 12.5% | 1.9 | 1.4 | 24.5 | i | 1.3 | -17.6 | -7.2 | 1.08 | -0.177 | 0.348 | -0.515
Cc1cccc(-n2nnc(C(=O)N3CCc4ccccc4C3)c2N)c1 | . | . | i | 2.8% | . | . | 25.1% | 3.3 | 2.2 | 8.0 | i | 16.8 | 27.8 | 36.4 | -0.0267 | -0.207 | 0.312 | -0.216
Cn1c(CCc2nc3ccccc3[nH]2)nnc1SCC#N | -1.1 | 1613 | i | -1.2% | -0.7 | 1527 | 7.2% | 2.1 | 1.5 | 2.4 | i | 7.0 | -8.3 | -2.2 | 1.28 | -0.215 | 0.654 | -0.471
CCCn1nc(C(=O)Nc2cccc(C(=O)OC)c2)c2ccccc2c1=O | 2.0 | 790 | i | 3.9% | -0.98 | 1262 | 2.8% | 3.7 | 2.5 | 9.9 | i | 22.0 | 14.4 | 15.8 | -0.333 | -0.194 | 0.0703 | 0.768
CCOC(=O)c1c(NC(=O)c2cccnc2Cl)sc(C(=O)N(C)C)c1C | . | . | i | 0.3% | -0.66 | 1326 | -3.7% | 1.9 | 2.8 | 14.3 | i | -1.8 | -1.9 | 6.5 | 0.0698 | -0.282 | -0.156 | 0.15
Cc1ccc(C2C3=C(CCCC3=O)Nc3nc(SCC(=O)NCc4ccco4)[nH]c(=O)c32)cc1 (stereo not drawn) | 0.6 | 1336 | i | 11.5% | 0.35 | 1619 | 9.4% | 2.1 | 2.2 | 10.5 | i | 0.3 | -7.9 | -30.9 | 0.206 | -0.186 | 0.495 | -0.739
Clc1ccc(CSc2nnc(-c3ccc4c(c3)OCO4)o2)cc1 | 5.9 | 1043 | i | -2.7% | -0.68 | 875 | 7.5% | 1.2 | 1.3 | 3.3 | i | 1.4 | -8.5 | 30.1 | 0.625 | 0.12 | 0.749 | -0.398
Cc1ccc2[nH]c(=O)c(CN(CCc3ccccc3)C(=O)N3CCOCC3)cc2c1 | -0.9 | 1177 | i | -1.6% | -0.53 | 1034 | -11.2% | 2.0 | 3.4 | 10.4 | i | -0.2 | -0.2 | 9.1 | -0.179 | -0.196 | -0.0979 | 0.0109

(list continues)
SMILES | b-catenin transl | b-catenin transl cell count 5 µM | Yfh1-off respiration | HIV peptide binding | Ins promoter up | Ins promoter up cell count | AID2073 | MT stabilize HCS | MT stabilize HCS Hoechst-high % | MT stabilize HCS cytotoxicity % | Autophagy HCS | Autophagy HCS cell loss 18 h | WT yeast gro inh | WT yeast gro inh mutant strain | Dynein cargo inh | Dynein cargo inh cytoplasmic EGFP | Dynein cargo inh nuclear GR-EGFP | Dynein cargo inh cell count
O=C(Nc1sc2c(c1C(=O)N1CCOCC1)CCCCC2)c1cccnc1 | -1.1 | 1116 | i | 0.2% | 0.44 | 1265 | -7.4% | 3.3 | 3.6 | 8.8 | i | -9.5 | 11.1 | -19.4 | 2.77 | -0.115 | 1.78 | -1.25
CC(=O)Nc1cc(C(=O)N2CCCC2)ccc1Sc1ccc(C)cc1 | . | . | i | -1.6% | 0.06 | 926 | 0.0% | 2.1 | 1.1 | 5.2 | i | 2.3 | -5.5 | 0.6 | 0.168 | -0.186 | 0.247 | -0.0415
CC(=O)Nc1sc2c(c1C(c1ccncc1)N1CCOCC1)CCCC2 (stereo not drawn) | -0.4 | 962 | i | -0.4% | -0.65 | 1269 | 6.1% | 1.5 | 2.7 | 2.8 | i | -6.7 | 5.3 | 2.1 | 0.679 | -0.317 | 0.704 | -0.237
CCOC(=O)c1ccc(NC(=O)C2(c3ccc(OC)cc3)CCCC2)cc1 | 1.3 | 1067 | i | -1.3% | -5.09 | 753 | 3.7% | 3.2 | 1.5 | 2.2 | i | 5.6 | -1.9 | 34.7 | -0.0331 | -0.141 | -0.166 | -1.27
CCCCN(C)S(=O)(=O)c1ccc(C(=O)Nc2nnc(-c3ccco3)o2)cc1 | 1.3 | 1072 | i | 15.9% | . | . | -0.1% | 3.2 | 2.5 | 0.8 | i | -1.3 | 10.8 | 2.4 | -0.646 | -0.276 | -0.397 | 1.41
Cc1nn(C(=O)c2cccnc2)c(C)c1Sc1ccc(Br)cc1 | 2.8 | 1353 | i | -3.4% | 0.46 | 1361 | 8.3% | 1.5 | 1.9 | 6.9 | i | -5.3 | 1.7 | -4.2 | 0.0107 | -0.207 | -0.0729 | -0.422
